# FAK inh = inhibitors of human focal adhesion kinase; Q05397; inhibition, %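 (tested at 7 µM)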; actives 0.84% (n = 97,000); biochemical FAK kinase activity assay; AID 727; in the data active means inhibition above about 19%;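 further: 0% = DMSO and 100% = reference compound high control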
# EphB4 ephrin blk = blocks human EphB4 binding to ephrin-B2 | P54760 | inhibition, % at 7 µM | AID 720 | actives 0.15% (n = 97,000) | EphB4 LBD / TNYL-RAW-Alexa532 peptide, fluorescence polarization;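 active means inhibition above the screen-wide mean inhibition plus 3 SD, cut at about 15% in these data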;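 further: 0% = DMSO wells and 100% = excess unlabeled TNYL-RAW peptide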
# S1P2 antag = antagonists of human S1P2 receptor. O95136. cell-based S1P2 antagonist assay, inhibition at 5 uM. inhibition, % at 5 µM. actives 0.21% (n = 97,000). AID 736; in the data active means inhibition above about 45%;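 further: CRE beta-lactamase reporter cells expressing human S1P2 stimulated with S1P; 0% = agonist at EC80 alone and 100% = agonist plus reference antagonist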
# PTPN22 act = activators of human LYP (PTPN22) phosphatase. activation, % at 2 µM. recombinant LYP, DiFMUP fluorescence; 0 = plate median, 100 = signal doubled. AID 697. actives 0.11% (n = 96,000). Q9Y2R2;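 active means activation at 2 µM above a set limit, the mean plus 5 SD, cut at about 37% in these data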
# Target sequence (Q9Y2R2 whole entry, looked up): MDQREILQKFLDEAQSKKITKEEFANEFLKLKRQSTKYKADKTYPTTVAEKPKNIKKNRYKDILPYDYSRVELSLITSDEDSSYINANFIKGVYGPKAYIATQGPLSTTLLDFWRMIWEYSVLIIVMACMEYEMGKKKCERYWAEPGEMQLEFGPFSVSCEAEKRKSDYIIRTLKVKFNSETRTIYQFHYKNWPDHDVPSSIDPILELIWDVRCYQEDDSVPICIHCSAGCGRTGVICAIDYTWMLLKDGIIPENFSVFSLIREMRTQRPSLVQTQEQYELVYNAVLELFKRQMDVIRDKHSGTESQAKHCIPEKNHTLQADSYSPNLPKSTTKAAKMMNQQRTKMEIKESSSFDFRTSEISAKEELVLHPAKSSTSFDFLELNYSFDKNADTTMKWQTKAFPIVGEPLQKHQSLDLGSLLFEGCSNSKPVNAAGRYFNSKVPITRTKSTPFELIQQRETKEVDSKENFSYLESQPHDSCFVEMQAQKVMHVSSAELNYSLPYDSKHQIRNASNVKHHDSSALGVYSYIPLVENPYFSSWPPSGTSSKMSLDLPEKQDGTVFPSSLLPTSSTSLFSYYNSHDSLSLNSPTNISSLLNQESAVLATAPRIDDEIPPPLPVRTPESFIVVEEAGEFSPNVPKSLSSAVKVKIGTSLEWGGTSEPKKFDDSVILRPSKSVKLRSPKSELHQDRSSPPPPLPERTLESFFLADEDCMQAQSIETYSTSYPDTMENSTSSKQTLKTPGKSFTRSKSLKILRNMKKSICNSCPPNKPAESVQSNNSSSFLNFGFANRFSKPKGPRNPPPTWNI
# HIV Rev-RRE inh = disrupts HIV-1 Rev binding to RRE RNA; AID 704; P05866; inhibition, % at 8 µM; Rev peptide-RRE RNA binding, FRET; actives 0.79% (n = 97,000);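 active means inhibition above the screen-wide mean plus 3 SD, cut at about 35% in these data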;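 further: 0% = median DMSO wells and 100% = median Neomycin B control wells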
# Target sequence (P05866 whole entry, looked up): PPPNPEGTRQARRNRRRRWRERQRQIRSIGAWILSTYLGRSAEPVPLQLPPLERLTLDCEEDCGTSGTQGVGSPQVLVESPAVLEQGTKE
#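 Test system: Cy5-tagged RRE RNA duplex with fluorescein-tagged Rev peptide | Read-out: % inhibition of FRET ratio versus controls | Probe or stimulus: Labelled Rev peptide | Incubation: 5 min RNA-compound premix plus 15 min binding step, 25 °C | Technique: FRET fluorescence readout | Benchmarks: DMSO low control, neomycin B high control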
# PostGolgi ctrl = growth of the yeast control strain, post-Golgi counter-screen; efflux-deficient yeast background strain, growth absorbance A615, 16 h; actives 5% (n = 98,000); AID 738; inhibition, % at 10 µM
# PostGolgi yeast = growth inhibition of a yeast mutant, post-Golgi transport screen; post-Golgi transport phenotypic cell assay; inhibition, % at 10 µM; actives 0.9% (n = 98,000);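 further: yeast cells grown in 1536-well plates; yeast grown about 18 h at 30C before absorbance read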
# S1P2 ag = agonists of human S1P2 receptor; activation, % at 4.5 µM; O95136; AID 729; S1P2-expressing cell line, agonist reporter read-out; actives 0.46% (n = 97,000); in the data active means activation above about 16%;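 further: 0% = vehicle low control and 100% = maximal reference agonist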
# LYP inh 2 = LYP (human) phosphatase inhibition; recombinant LYP catalytic domain, DiFMUP fluorescence; inhibition, % at 2 µM; actives 0.21% (n = 96,000);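 active means inhibition at 2 µM at or above a set limit, the screen mean plus 3 SD, cut at about 24% in these data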;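 further: 0% = DMSO with enzyme and 100% = enzyme fully blocked by orthovanadate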
# Starred values were filed as active, the others as inactive; · = not tested or not shown. Unless noted, no stated cut-off is given here; in the data, active means inhibition above about 30%; inactive means the rest.
SMILES,FAK inh,EphB4 ephrin blk,S1P2 antag,PTPN22 act,HIV Rev-RRE inh,PostGolgi ctrl,PostGolgi yeast,S1P2 ag,LYP inh 2
CC1(C)Cc2c(c(N3CCOCC3)nc3sc4c(N5CCOCC5)nnnc4c23)CS1,-1,-3,-9,9,8,2,-1,-4,-6
Nc1nonc1-c1noc(COc2ccccc2Cl)n1,-1,-1,-6,-4,1,11,-4,-6,3
Cn1cnnc1SCC(=O)Nc1ccc2nc(SCc3ccccc3Cl)sc2c1,4,-4,-6,8,-2,·,·,-8,-8
N#Cc1cc2c(=O)n3ccccc3nc2n(CCCn2ccnc2)c1=N,5,1,-13,5,7,5,2,-4,-9
CCOc1ccc(-n2c(SCc3ccc(C#N)cc3)nnc2-c2cccnc2)cc1,11,4,14,-1,12,4,-5,-2,-1
CCOc1ccc2c(c1)C(c1ccc(C)cc1)=NNC(c1ccc(OC)cc1)=N2,-1,2,5,-7,1,4,1,-4,9
N#CC(c1ccccc1)c1ccc(C(=O)c2ccc(F)cc2)cc1 (stereo not drawn),1,-2,-11,-4,21,17,0,6,4
CCOC(=O)c1ccc(NC(=O)CCOc2ccc(C)cc2)cc1,-1,2,-34,8,1,5,7,-2,-12
CCc1ccc(NC(=S)NC2CC3CCC(C2)N3Cc2ccco2)cc1 (stereo not drawn),-2,4,27,6,-6,6,-2,-13,-9
CCOC(=O)C1=C(C)Nc2nc3ccccc3n2C1c1ccccc1 (stereo not drawn),0,4,-4,-5,3,2,0,-2,7
CC(=O)c1nnn(-c2nc(N)nc(N(c3ccccc3)c3ccccc3)n2)c1C,-4,3,-3,-5,12,24,5,-9,3
COC(=O)c1ccc2nc(C(F)(F)F)[nH]c2c1,6,2,17,-5,6,5,1,0,2
CCOC(=O)N1CCN(C(=O)Nc2ccc3nc(C)c(C)nc3c2)CC1,-6,0,-10,4,2,7,5,0,-6
Cc1cc2n(n1)SC(Nc1ccc(F)cc1)N2 (stereo not drawn),-2,5,15,-6,3,·,·,-3,5
Clc1ccc(CN2C3=NCCN3c3ccccc32)cc1Cl,-1,-1,23,8,-10,9,2,-7,-11
CCN(CC)CCCN1C(=O)C(O)=C(C(=O)c2ccco2)C1c1ccc(C)o1 (stereo not drawn),0,0,-16,-3,7,·,·,-2,5
COc1ccc2ccccc2c1CN1CCN(Cc2ccccc2)CC1,7,9,25,-5,6,16,-2,-2,5
CCCNS(=O)(=O)c1ccc2c(c1)CCCN2C(C)=O,0,2,22,-1,8,-3,7,-10,-1
CC1(C)CC(O)C(CCC(O)c2ccccc2)C(C)(C)N1 (stereo not drawn),-1,-5,14,-2,7,-1,-3,-4,-2
C=CCOn1c(=O)c(=O)n(OCc2ccccc2)c2ccccc21,5,3,-3,1,0,7,14,10,-3
C=CCOC(=O)COc1ccc2c(C)c(CC)c(=O)oc2c1,0,-12,-10,2,0,7,1,-2,-6
COc1cc(-c2nc(N)n[nH]2)cc(OC)c1OC,-3,-6,2,9,4,4,7,-6,-11
CCNC(=O)CC1C(=O)N(c2ccccc2)C(=O)N1CCc1ccc(OC)c(OC)c1 (stereo not drawn),1,-3,-16,-4,0,-4,8,-3,6
CC1CCCC(NC(=O)COC(=O)Cc2cn3ccsc3n2)C1C (stereo not drawn),0,4,-6,-8,10,7,-2,-1,9
O=C(NC1CCCC1)C(c1ccsc1)N(C(=O)Cc1cccs1)c1ccccc1 (stereo not drawn),-2,-6,-24,1,-1,0,-17,-1,4
Cc1cnc(C(=O)Nc2ccc(N3CCOCC3)cc2)cn1,3,-2,-4,-6,6,12,9,-6,9
COC(=O)c1c(C)[nH]c(C)c1-c1ccccc1Cl,1,2,-3,4,4,6,0,-5,-6
COC(=O)c1cccc(COC(=O)CNC(=O)c2ccco2)c1,-2,-8,8,7,0,7,3,-3,-10
Cc1cccc(Nc2ccccc2C(=O)NCc2ccco2)c1C,0,-10,-14,1,10,24,23,-1,3
CC(=O)c1cccc(N(CC(=O)NCC2CCCO2)C(=O)CCC(=O)Nc2cc(C)on2)c1 (stereo not drawn),-8,3,20,1,3,41*,-9,-1,-1
CCCn1c(=O)[nH]c2ccccc21,0,5,7,-1,10,-3,-5,-7,2
COCCNC(=O)c1snc2ccc(Cl)cc12,0,-4,-9,6,4,10,7,-6,-6
CCOC(=O)C1CCCN(C(=O)c2cc3nc(-c4ccc5c(c4)OCO5)cc(C(F)(F)F)n3n2)C1 (stereo not drawn),2,8,-30,12,-2,-1,-17,0,-10
CCCc1oc2c(c(=O)c1CC)C(=O)CC(C)(C)C2,0,0,-12,5,1,6,2,1,-8
Cc1ccc(NC(=O)CCSc2nnc3ccccn23)cc1,-2,-1,-1,-6,3,16,3,-6,8
Cc1cccc(-c2nnc(SCC#N)n2-c2cccc(Cl)c2)c1,-2,-4,16,2,2,19,-2,-7,4
O=C(Nc1ccccc1Cl)c1cc(S(=O)(=O)N2CCCCC2)ccc1N1CCOCC1,-2,2,16,4,9,9,-8,-6,0
COc1ccc(CCNC2CC(=O)N(CCc3ccc(OC)c(OC)c3)C2=O)cc1OC (stereo not drawn),-1,-4,-12,7,-1,0,9,-4,-10
N#Cc1c(N)n(CCNC(=O)c2ccc(Cl)cc2)c2nc3ccccc3nc12,-7,5,6,-4,6,-6,2,9,7
CC1CCC(C(C)C)C(OCC(O)CN2CCN(Cc3ccccc3)CC2)C1 (stereo not drawn),-7,-9,10,1,7,30*,103*,-5,4
Cc1cc(C)c(-c2cc(NC(=O)CSc3n[nH]c(N)n3)n(-c3ccccc3)n2)cc1C,2,-2,-2,-16,9,3,-13,-8,14
O=C(c1ccc(CS(=O)(=O)c2c(Cl)cccc2Cl)o1)N1CCCC1,-3,-4,7,29,3,0,-10,0,-32
CCOC(=O)C1(c2ccccc2)NC(c2ccccc2C)C2C(=O)N(c3ccc4c(c3)OCO4)C(=O)C21 (stereo not drawn),-4,1,-1,-5,2,18,-4,-7,4
O=C(NCC(=O)N(c1ccccc1F)C(C(=O)NCC1CCCO1)c1ccccc1)c1ccco1 (stereo not drawn),4,5,28,-10,5,-1,0,-5,7
Cc1ccc2c(C)nc(Nc3nc(CSc4nc5ccccc5[nH]4)cc(=O)[nH]3)nc2c1,-2,6,15,-6,9,19,2,-1,11

# Reformatted tab-delimited: 16 of the compounds above
SMILES	FAK inh	EphB4 ephrin blk	S1P2 antag	PTPN22 act	HIV Rev-RRE inh	PostGolgi ctrl	PostGolgi yeast	S1P2 ag	LYP inh 2
COC(=O)c1cccc(COC(=O)CNC(=O)c2ccco2)c1	-2	-8	8	7	0	7	3	-3	-10
Cc1cccc(Nc2ccccc2C(=O)NCc2ccco2)c1C	0	-10	-14	1	10	24	23	-1	3
CC(=O)c1cccc(N(CC(=O)NCC2CCCO2)C(=O)CCC(=O)Nc2cc(C)on2)c1 (stereo not drawn)	-8	3	20	1	3	41*	-9	-1	-1
CCCn1c(=O)[nH]c2ccccc21	0	5	7	-1	10	-3	-5	-7	2
COCCNC(=O)c1snc2ccc(Cl)cc12	0	-4	-9	6	4	10	7	-6	-6
CCOC(=O)C1CCCN(C(=O)c2cc3nc(-c4ccc5c(c4)OCO5)cc(C(F)(F)F)n3n2)C1 (stereo not drawn)	2	8	-30	12	-2	-1	-17	0	-10
CCCc1oc2c(c(=O)c1CC)C(=O)CC(C)(C)C2	0	0	-12	5	1	6	2	1	-8
Cc1ccc(NC(=O)CCSc2nnc3ccccn23)cc1	-2	-1	-1	-6	3	16	3	-6	8
Cc1cccc(-c2nnc(SCC#N)n2-c2cccc(Cl)c2)c1	-2	-4	16	2	2	19	-2	-7	4
O=C(Nc1ccccc1Cl)c1cc(S(=O)(=O)N2CCCCC2)ccc1N1CCOCC1	-2	2	16	4	9	9	-8	-6	0
COc1ccc(CCNC2CC(=O)N(CCc3ccc(OC)c(OC)c3)C2=O)cc1OC (stereo not drawn)	-1	-4	-12	7	-1	0	9	-4	-10
N#Cc1c(N)n(CCNC(=O)c2ccc(Cl)cc2)c2nc3ccccc3nc12	-7	5	6	-4	6	-6	2	9	7
CC1CCC(C(C)C)C(OCC(O)CN2CCN(Cc3ccccc3)CC2)C1 (stereo not drawn)	-7	-9	10	1	7	30*	103*	-5	4
Cc1cc(C)c(-c2cc(NC(=O)CSc3n[nH]c(N)n3)n(-c3ccccc3)n2)cc1C	2	-2	-2	-16	9	3	-13	-8	14
O=C(c1ccc(CS(=O)(=O)c2c(Cl)cccc2Cl)o1)N1CCCC1	-3	-4	7	29	3	0	-10	0	-32
CCOC(=O)C1(c2ccccc2)NC(c2ccccc2C)C2C(=O)N(c3ccc4c(c3)OCO4)C(=O)C21 (stereo not drawn)	-4	1	-1	-5	2	18	-4	-7	4

# (listing goes on)
SMILES,FAK inh,EphB4 ephrin blk,S1P2 antag,PTPN22 act,HIV Rev-RRE inh,PostGolgi ctrl,PostGolgi yeast,S1P2 ag,LYP inh 2
CCC1OC23CCCCC2C(C#N)(C(=N)O3)C1(C#N)C#N (stereo not drawn),4,2,14,17,29,1,5,-1,-14
COc1ccc(OC)c(C(=O)COC(=O)c2ccccc2O)c1,-2,-6,6,-9,11,10,-1,-10,7
COc1ccc(O)c(C(=O)CC(=O)c2ccccc2)c1,5,6,-4,-1,8,33*,12,-4,1
CCn1c(=O)cc(OCC(=O)N2CCN(C(=O)c3ccco3)CC2)c2ccccc21,3,2,6,-3,8,0,1,-3,5
O=C(CCN1CCCCCC1)c1ccccc1,-2,3,9,-6,8,·,·,-5,6
CNS(=O)(=O)c1cccc(C(=O)Nc2cccnc2)c1,-3,-3,-9,22,8,34*,-3,-7,-20
CC(C)NC(=O)CSc1nnc2sc3ccccc3n12,4,1,18,-4,9,4,6,-6,3
Cc1ccc(N2CC3=C(C2=O)C(c2ccccc2)NC(=O)N3C)cc1 (stereo not drawn),1,2,13,9,5,1,-4,-4,-6
CCOC(=O)N1CCC(NS(=O)(=O)c2ccc3c(c2)CCN3C(C)=O)CC1,-1,-3,-13,-15,3,12,-5,-2,16
O=C(NCc1ccco1)c1cccc(F)c1,1,9,21,2,9,8,13,-3,-4
CCOC(=O)C(C(=O)Nc1nc2ccccc2s1)C1CCCCC1 (stereo not drawn),1,2,-9,1,16,27,18,-5,1
CCOC(=O)c1c(C2COc3ccccc3O2)csc1N (stereo not drawn),2,5,-19,0,7,22,8,0,0
Cc1ccc(-n2nnnc2SCC(=O)Nc2ccccc2N2CCCCC2)cc1C,2,5,8,-13,15,20,-7,-7,11
COc1ccc(CCn2c(NCCCN3CCOCC3)nc3c2c(=O)[nH]c(=O)n3C)cc1,3,3,0,0,3,-4,4,-6,3
Cc1cc(C)cc(N=c2c([N+](=O)[O-])nn(-c3cccc(Cl)c3)n2O)c1,2,-6,-1,9,2,28,6,-7,-6
COC(=O)c1cc(NC(=O)CC2NCCNC2=O)cc(C(=O)OC)c1 (stereo not drawn),4,0,-5,-6,8,2,-3,-10,9
c1ccc(-c2nnc(SCCC3OCCCO3)o2)cc1,1,1,14,47*,-1,-8,-1,-4,-42
COc1ccc2cc(C(=O)O)ccc2c1,-1,2,-6,-7,9,9,3,-5,10

# The order is random. Share with any hit: about 7%.
